HT1080-NT tox = kills 2HG-producing HT-1080-NT fibrosarcoma cells; HT-1080-NT fibrosarcoma viability, CellTiter-Glo ATP luminescence, 48 h; AID 686970; actives 1.6% (n = 360,000); Potency, µM (series often up to 46.1 µM), without a hit: top-dose activity, negative = less viability, hits mostly cytotoxic;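 note: NT is the 2HG producing partner of a matched IDH1 knockdown line; potency is the fitted concentration of half-maximal effect; 0% = DMSO-treated cells and -100% = media-only wells without cells; nearly all actives have a fitted effect of over 55% in size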
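HT-1080-NT; 750 cells/well; 5% FBS RPMI; 48 h compound, 37 degrees C; CellTiter-Glo luminescence; curve fitting and curve-class assignment.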
IL-1B inflam inh = inflammasome signaling inhibition, IL-1 beta readout. activity change, % at 57.5 µM. AID 743279. actives 4.7% (n = 360,000). THP-1 LPS/ATP IL-1B secretion, AlphaLISA, 16 h; active compounds read low; in the data active = activity change below about -50%; inconclusive = mostly about -30% to -49%; note: % is set by controls: 0 for no effect and ±100 for the full control effect
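THP-1 cells pretreated 1 hr with compounds (up to 57.5 uM final), then stimulated with LPS (250 ng/mL final) plus ATP (1.25 mM final); secreted IL-1B measured by AlphaLISA after 16 hr, decreased signal indicating inhibition.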
ATXN2 expr inh = inhibitors of ATXN2 expression | HEK-293 ATXN2-luciferase reporter, luminescence, 24 h | Potency, µM (series often up to 57 µM), for inactives: at the top dose activity change, negative = inhibition, most hits filed as inhibitors | actives 0.72% (n = 360,000); note: potency is the fitted concentration of half-maximal effect; % is set by controls: 0 for no effect and ±100 for the full control effect; nearly all actives have a fitted effect of over 55% in size
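ATXN2-luciferase reporter cells (luciferase flanked by upstream and downstream ATXN2 gene portions) were treated 24 h at 37 °C with compounds at up to 57 uM. SteadyGlo luminescence gave expression; GF-AFC fluorescence gave viability.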
HepG2 viability = kills HepG2 cells in TGF-b inhibitor counter-screen; HepG2 CAGA-GFP viability, ATP luminescence, 18 h; Potency, µM (titrated, usually from 46.1 µM), for inactives: at the top dose activity change, negative = cytotoxicity, hits mostly cytotoxic; actives 0.76% (n = 410,000); note: potency is the fitted concentration of half-maximal effect; some results filed as inactive show a strong effect at the top dose
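CellTiter-Glo luminescence gave cytotoxicity after 18 hours at 37 degrees C. The cells were HepG2 CAGA-GFP in 1% FBS DMEM, stimulated with 500 pg/mL TGF-beta after compound addition. %Activity was normalised to no-cell wells (complete cell-killing) and DMSO (no toxicity), and curves were fitted and classified.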
SW480 rereplic = DNA re-replication induction in SW480 cells; actives 1.8% (n = 340,000); AID 624297; SW480 DNA re-replication, Hoechst DNA content imaging, 48 h; Potency, µM (doses to about 46.1 µM), for the others: top-dose re-replication activation, usual class: activators; note: potency is the fitted concentration of half-maximal effect; % of control where 0% means no effect; nearly all actives have a fitted effect of over 55% in size
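Readout is total intensity of Hoechst-stained nuclei, excited at 405 nm and collected at 500-530 nm. Compound treatment lasted 48 hr at 37 C in 5% CO2 before staining.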
MCF10A rerep = induces DNA re-replication in MCF 10a normal breast cells. MCF 10A DNA re-replication, Hoechst nuclear intensity, 48 h. Potency, µM (top dose mostly 46.1 µM), for inactives: at the top dose activity, positive = re-replication, actives largely listed as activators. actives 2.9% (n = 350,000). AID 624296; note: potency is the fitted concentration of half-maximal effect; % of control where 0% means no effect; nearly all actives have a fitted effect of over 50% in size
S2 tox = viability counter-screen for ATXN expression inhibitors; S2 cells (HEK-293 line with an ATXN2-luciferase reporter) viability, CellTiter-Fluor protease fluorescence, 24 h; Potency, µM (highest dose often 56.7 µM), actives largely listed as cytotoxic; actives 0.49% (n = 400,000); AID 651635; note: potency is the fitted concentration of half-maximal effect; nearly all actives have a fitted effect of over 40% in size
HT1080 IDH1KD tx = HT-1080 IDH1 knockdown cell toxicity (counter line); HT-1080 IDH1 knockdown viability, ATP luminescence, 48 h; Potency, µM (highest dose often 46.1 µM), without a hit: at the highest dose activity, negative = toxicity, actives largely listed as cytotoxic; actives 2% (n = 360,000);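 note: potency is the fitted concentration of half-maximal effect; 0% = DMSO wells and -100% = cell-free medium wells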
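Luminescent ATP read-out (CellTiter-Glo, 10 min at room temperature) after 48 h compound exposure at 37 °C gave viability of IDH1-knockdown HT-1080 cells. Activity was normalised to DMSO and cell-free wells, then fitted as concentration-response curves.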
KB-3-1 tox = KB-3-1 parental cell cytotoxicity. KB-3-1 viability, CellTiter-Glo ATP luminescence, 72 h. Potency, µM (series often up to 46.1 µM), for inactives: at the highest dose activity change, negative = cytotoxic, usual class: cytotoxic. actives 1.4% (n = 400,000); note: potency is the fitted concentration of half-maximal effect; % is set by controls: 0 for no effect and ±100 for the full control effect; nearly all actives have a fitted effect of over 60% in size
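Using CellTiter-Glo luminescence, growth of non-resistant KB-3-1 adenocarcinoma cells is assessed 72 h after pin-tool compound addition at 37 °C. Normalized responses across the concentration series yield fitted curves.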
* marks the source's active call; other numbers are inactive results; i = inactive; ? = inconclusive; / = no result given; & = joins results of further samples; [ ] = another dose, or the depositor's remark. Unless noted, calls come from the whole dose curve; as a rule, active = well fitted curve in the direction sought with a large enough effect; inconclusive = small, poorly fitted or top-dose-only effect, or another doubt; inactive = no such curve, though single readings can be large; an effect the other way counts as inactive or inconclusive.

Compound	HT1080-NT tox	IL-1B inflam inh	ATXN2 expr inh	HepG2 viability	SW480 rereplic	MCF10A rerep	S2 tox	HT1080 IDH1KD tx	KB-3-1 tox
COC(=O)[C@H](Cc1ccccc1)NC(=O)NCc1ccccc1OC	-3%	1	2%	11%	-17%	-1%	i	-3%	-4%
COc1cc(C2C3=C(Nc4ncnn42)c2ccccc2CC3)cc(OC)c1OC (configuration not stated)	0.73µM*	86	-19%	-9%	0.82µM*	?	?	0.73µM*	0.29µM*
COc1cc(C2/C(=C(\O)c3ccc4c(c3)CC(C)O4)C(=O)C(=O)N2CCCn2ccnc2)cc(OC)c1OC (configuration not stated)	0%	11	2%	8%	-33%[inhibitor]	0%	i	5%	13%
COc1ccc(CNC(=O)Cn2cnc3c(=O)n(C)c(=O)n(C)c32)cc1	0%	13	-11%	-8%	-3%	3%	i	-6%	-2%
CCCOc1ccc(N2C(=O)CC(SCc3nc4ccccc4[nH]3)C2=O)cc1 (configuration not stated)	5%	12	7%	-16%	-3%	-2%	i	7%	2%
COc1ccc2c(c1)c(N1CCCC1=O)c(C(=O)Nc1ccc(OC)c(Cl)c1)n2C	/	/	?	0%	/	/	?	/	-21%
CCOc1ccc(-c2nc(CN3CCCC(C(=O)N4CCOCC4)C3)c(C)o2)cc1 (configuration not stated)	-1%	42	8%	6%	?	-2%	i	0%	-10%
CCCCN(C)c1c(C)nc2ccc(C(=O)NC3CCN(C)CC3)cn12	?	-4	-4%	-10%	/	/	i	-8%	0%
CCCOc1ccc(/C=C2/C(=O)ON=C2C)cc1OCC	4%	-27	-27%	-3%	?	?	i	-3%	?
CC(=O)n1cc(Nc2ccc([N+](=O)[O-])cc2)c2ccccc21	-13%	17	/	-22%	?	18%	?	-17%	-20%
C=CCN(c1ccc(F)cc1)S(=O)(=O)c1cc(C(=O)OCC(=O)N(C)C2CCS(=O)(=O)C2)ccc1Cl (configuration not stated)	2%	12	-22%	-10%	8%	?	i	1%	-2%
Cc1cccc(NC(=O)c2cn(-c3ccccc3)nc2-c2ccccc2)c1	-5%	-1	-7%	0%	-3%	0%	i	1%	-6%
CC1=CC2=NC(=O)/C(=C/c3coc4ccccc4c3=O)C(=N)N2O1	-2%	/	-36%	22%	-50%[inhibitor]	?	/	-29%	-13%
COc1cccc(C2CC(c3ccc(Br)cc3)=NN2C(=O)c2ccncc2)c1OC (configuration not stated)	18µM*	-50*	-17%	-27%	-40%[inhibitor]	?	i	18µM*	18µM*
CCCOc1ccc(CNC(=O)Cn2c(=O)oc3ccccc32)cc1	8%	-3	12%&6%	1%&-17%	-1%	1%	i	7%	-16%&1%
O=C(Nc1ccc2nc(-c3ccccc3)oc2c1)c1ccco1	-1%	35	8%	-20%	0%	?	i	1%	-2%
O=C1C(c2ccncc2)N(CCC2=CCCCC2)C(=O)CN1C1CCCCC1 (configuration not stated)	3%	0	4%	-24%	14%	-9%	i	-9%	-3%
CNC(=O)NCCN1CCCC1=O	0%	15	6%	6%	-5%	-2%	i	-1%	6%
COc1cc(C(=O)NCc2ccncc2)cc(OC)c1OC	9%	4	-9%	4%	17%	-3%	i	6%	4%
CC(=O)NCc1ccc(C(=O)CSc2nnc(C3CC3)n2C2CC2)cc1	-4%[9.24 µM]	-16	-1%	-52%	?	3%	i	-3%	-14%
O=C(O)c1ccc(CN(c2ccccc2)S(=O)(=O)c2ccccc2)cc1	12%	39	1%	2%	-18%	?	i	6%	-13%
CCc1nc2ccc(C(=O)N(C)CC(=O)Nc3cccc(F)c3)cc2nc1CC	-10%	14	0%	0%	-9%	6%	i	-1%	-5%
CC(Oc1ccc(Cl)cc1Cl)C(=O)/C=C/N(C)C (configuration not stated)	4%	4	1%	0%	-5%	10%	i	5%	-2%
COc1ccc(O)c(C(=O)c2cnn(C(=O)c3cc(C)oc3C)c2)c1	-3%	11	34%	17%	-6%	-2%	i	0%	-4%
O=C(CSc1nnc(C2CC2)n1Cc1ccccc1)N1CCN(S(=O)(=O)c2ccccc2)CC1	-1%	-10	-1%	-7%	4%	2%	i	4%	-3%

Look-ups from the results shown:
Value for CC(=O)NCc1ccc(C(=O)CSc2nnc(C3CC3)n2C2CC2)cc1 in IL-1B inflam inh: -16
Value for CCCOc1ccc(N2C(=O)CC(SCc3nc4ccccc4[nH]3)C2=O)cc1 (configuration not stated) in SW480 rereplic: -3%

Three compounds already listed, arranged by formula weight, descending.
Compound	HT1080-NT tox	IL-1B inflam inh	ATXN2 expr inh	HepG2 viability	SW480 rereplic	MCF10A rerep	S2 tox	HT1080 IDH1KD tx	KB-3-1 tox
CCOc1ccc(-c2nc(CN3CCCC(C(=O)N4CCOCC4)C3)c(C)o2)cc1 (configuration not stated)	-1%	42	8%	6%	?	-2%	i	0%	-10%
O=C(O)c1ccc(CN(c2ccccc2)S(=O)(=O)c2ccccc2)cc1	12%	39	1%	2%	-18%	?	i	6%	-13%
COc1ccc(O)c(C(=O)c2cnn(C(=O)c3cc(C)oc3C)c2)c1	-3%	11	34%	17%	-6%	-2%	i	0%	-4%

More results
Compound	HT1080-NT tox	IL-1B inflam inh	ATXN2 expr inh	HepG2 viability	SW480 rereplic	MCF10A rerep	S2 tox	HT1080 IDH1KD tx	KB-3-1 tox
COc1cccc(NC(=O)N2CCCC2C(=O)NCC(C)C)c1 (configuration not stated)	1%	-16	57%[activator]	-1%	3%	-1%	i	14%	0%
C=CCn1c(N)cc(=O)nc1SCC(=O)N1CCN(c2ccc(F)cc2)CC1	9%	-5	3%	3%	0%	1%	i	-5%	-7%
O=C(CN1CCN(Cc2ccccc2)C1=O)NCc1cccs1	-2%	5	2%	-11%	-23%	-1%	i	3%	15%
CCC(=O)Oc1ccc(C(=O)Nc2ccc3c(c2)OCO3)cc1	?	-58*	1%	-58%	-3%	-3%	?	?	-24%
Cc1ccccc1CNC(=O)c1ccc(-n2c(C)cc3c2CCCC3)cc1	/	/	?	-5%	/	/	i	/	17%
CN1CCN(NC(=O)CC(C)(C)C)CC1	5%	10	4%	-2%	3%	-5%	i	4%	10%
CC(=O)NC(Cc1cccc(C)c1)C(=O)NC1CCN(S(=O)(=O)c2ccccc2)CC1 (configuration not stated)	5%	-1	4%	12%	-7%	3%	i	2%	0%
CCCCCN(C(=O)CCC(=O)OCc1cccc(C(F)(F)F)c1)c1c(N)n(CCCC)c(=O)[nH]c1=O	0%	-4	3%	-32%	?	17%	i	-2%	14%
COc1ncnc2c1ncn2CCCNCc1ccc(C)o1	-1%	9	5%	-9%	/	/	i	0%	-2%
CN(C(=O)COC(=O)CNC(=O)C12CC3CC(CC(C3)C1)C2)c1ccccc1	11%	5	-16%	3%	-2%	-1%	?	2%	0%
CC(C)CN1CCC(=O)N(CCOc2ccccc2)CC1	0%	9	39%[activator]	-19%&3%	-5%	-9%	i	0%	13%&16%
Cn1ccc2c(-c3cccc(C=O)c3)cc3c(c21)C1CCC3O1 (configuration not stated)	-15%	24	7%	-5%	/	/	i	-23%	0%
COC1=CC(=O)OC12CCCCC2	8%	16	-2%	-1%	1%	1%	i	0%	3%
CC(=O)C1C(c2ccc3ncccc3c2)NC(=O)NC1(O)C(F)(F)F (configuration not stated)	9%	14	7%	4%	-2%	8%	i	9%	-13%
CCOC(=O)CNC(=S)n1cnc(N)n1	5%	0	13%	-5%	13%	2%	i	11%	?
CC1CC(C)CN(CC(O)COc2ccc3c(c2)CCC3)C1 (configuration not stated)	0%	-1	-12%	1%	0%	12%	i	-11%	-4%
Cc1cccc(-c2ccc(NC(=O)C3CCN(CC4CC4)CC3)cc2)c1	21µM*	?	-39%	-76%	?	?	i	?	-1%
CCN(CC)CCN1C(=O)C(O)=C(C(=O)c2sc(C)nc2C)C1c1cccnc1 (configuration not stated)	-4%	7	3%	-19%	-24%	0%	i	1%	-6%
CNCC(=O)N(CC(C)C)c1c(N)n(CC(C)C)c(=O)[nH]c1=O	15%	0	/	1%	2%	-1%	i	22%	-13%
CCC(=O)NC(=S)Nc1ccc(NC(=S)NC(=O)c2ccc(C)cc2)cc1	7%	8	-20%	-7%	-4%	-16%	i	0%	1%

High-throughput results deposited in PubChem by National Center for Advancing Translational Sciences (NCATS).

Compounds as they come; about 8.9% have a hit in one of these screens.
